Source: PubChem BioAssay
Sm TGR block = qHTS Assay for the Inhibitors of Schistosoma Mansoni Peroxiredoxins; 360,000 tested, 3% active; Potency, µM (titrated, usually from 114 µM), for inactives: at the top dose activity change, negative = inhibition, actives largely listed as inhibitors; purified TGR, DTNB reduction, TNB absorbance 405 nm; AID 485364, 2010; also: potency is read from the fitted curve at half-maximal effect; nearly all actives have a fitted effect of over 60% in size
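TGR 20 nM + NADPH 100 uM (dispensed conc.), cpd preinc 15 min RT; start with NADPH (500 uM addition) then DTNB (15 mM addition). Kinetic TNB absorbance, 405 nm filter. Four-parameter Hill fit across titration.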
AmpC detergent = qHTS Inhibitors of AmpC Beta-Lactamase (assay with detergent). Potency, µM (doses to about 114 µM), inactives show top-dose activity change, negative = inhibition, actives largely listed as inhibitors. P00811. 370,000 tested, 0.041% active. AmpC hydrolysis of nitrocefin, absorbance 480 nm, 0.01% Triton;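 also: potency is read from the fitted curve at half-maximal effect; 0% = no-compound wells and -100% = no-enzyme wells; nearly all actives have a fitted effect of over 25% in size; some results filed as inactive show a strong effect at the top dose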
Target sequence (P00811 whole entry, looked up): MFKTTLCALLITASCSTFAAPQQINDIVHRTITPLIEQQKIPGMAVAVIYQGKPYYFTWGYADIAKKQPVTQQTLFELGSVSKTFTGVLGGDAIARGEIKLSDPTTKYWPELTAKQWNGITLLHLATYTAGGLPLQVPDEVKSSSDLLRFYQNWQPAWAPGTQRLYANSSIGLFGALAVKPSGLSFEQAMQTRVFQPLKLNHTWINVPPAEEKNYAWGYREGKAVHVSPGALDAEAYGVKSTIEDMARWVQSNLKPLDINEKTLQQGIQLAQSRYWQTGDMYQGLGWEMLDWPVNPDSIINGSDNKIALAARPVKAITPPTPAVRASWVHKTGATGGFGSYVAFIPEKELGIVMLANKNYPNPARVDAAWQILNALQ
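20 mM phosphate pH 7.0 + 0.01% (detergent screen) or 0.0001% Triton X-100; 5.3 nM AmpC reagent; cpd preinc 15 min RT; nitrocefin (800 uM stock) to start; A480 q20 s × 4 min; Activity was normalised to no-enzyme and no-compound control wells.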
AMA1-RON2 inh = qHTS for Inhibitors of AMA1-RON; Towards Development of Antimalarial Drug Lead: Primary Screen; AlphaScreen AMA1-biotinylated RON2 peptide binding; Potency, µM (highest dose often 58.2 µM), inactives show at the top dose activity change, negative = inhibition, usual class: inhibitors; 360,000 tested, 0.2% active; AID 720542, 2013;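 also: potency is read from the fitted curve at half-maximal effect; 0% = vehicle wells and -100% = peptide control; nearly all actives have a fitted effect of over 45% in size; some results filed as inactive show a strong effect at the top dose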
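AMA1 (3D7) with his tag at 25 nM final met compounds first, then biotinylated RON2 peptide at 25 nM; detection used donor plus acceptor beads, 10 µg/mL apiece, read by AlphaScreen after 30 min at room temperature.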
AmpC inh no detg = qHTS Inhibitors of AmpC Beta-Lactamase (assay without detergent) | P00811 | AmpC nitrocefin hydrolysis, absorbance 480 nm, 0.0001% Triton | Potency, µM (titrated, usually from 57.1 µM), without a hit: at the top dose activity change, negative = inhibition, usual class: inhibitors | 330,000 tested, 0.52% active | AID 485341, 2010;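 also: potency is read from the fitted curve at half-maximal effect; plate controls were no compound for no effect and no enzyme for full effect; nearly all actives have a fitted effect of over 20% in size; some results filed as inactive show a strong effect at the top dose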
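20 mM phosphate pH 7.0 + 0.01% (detergent screen) or 0.0001% Triton X-100; 5.3 nM AmpC reagent; cpd preinc 15 min RT; nitrocefin (800 uM stock) to start; A480 q20 s × 4 min; Activity was normalised to no-enzyme and no-compound control wells.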
HCMV inh = qHTS Assay for inhibitors of the human cytomegalovirus (HCMV) | HFF cells, HCMV-luciferase reporter, 72 h; active compounds read low | activity change, negative = inhibition, % at 57.5 µM | 410,000 tested, 4.5% active | AID 1259415, 2018; in the data active = activity change below about -60%; inconclusive = no clear call, values can overlap the other calls; inactive = above about -39%
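Two-dose cell screen: HFF monolayers treated with compounds and infected with luciferase-expressing HCMV at 1 PFU/cell, 72 h at 37C, then lysed for luciferase measurement.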
Giardia FBPA inh = qHTS Assay for Inhibitors of Fructose-1,6-bisphosphate Aldolase from Giardia Lamblia | AID 2451, 2010 | 290,000 tested, 0.71% active | Potency, µM (top dose mostly 59.6 µM), for the others: top-dose activity, negative = inhibition, most hits filed as inhibitors | purified Giardia FBPA; also: potency is read from the fitted curve at half-maximal effect; nearly all actives have a fitted effect of over 55% in size
Target sequence (A8B2U2 whole entry, looked up): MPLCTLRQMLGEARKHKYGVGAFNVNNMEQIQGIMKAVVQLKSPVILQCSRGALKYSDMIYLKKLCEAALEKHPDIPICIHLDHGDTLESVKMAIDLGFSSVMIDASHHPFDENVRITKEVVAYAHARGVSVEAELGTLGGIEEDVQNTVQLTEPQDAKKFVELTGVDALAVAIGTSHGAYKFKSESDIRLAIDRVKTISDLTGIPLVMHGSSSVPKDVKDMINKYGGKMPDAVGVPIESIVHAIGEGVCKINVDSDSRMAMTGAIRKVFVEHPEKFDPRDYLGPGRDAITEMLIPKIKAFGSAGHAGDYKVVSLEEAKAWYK
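Giardia FBPA (40 nM reagent) was preincubated 10 min at RT with compound (up to 57.5 uM final), then substrate plus GAPDH/TPI/NAD/arsenate coupling system with diaphorase/resazurin was added; resorufin fluorescence (525/598 nm) was read after 20 min.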
* = called active by the depositor; ? = inconclusive; . = no result given; & = joins results of further samples; ! = not confirmed by another sample; [ ] = another dose, or the depositor's remark. Unless noted, calls follow the shape of the dose curve; as a rule, active = well fitted curve in the direction sought with a large enough effect; inconclusive = small, poorly fitted or top-dose-only effect, or another doubt; inactive = no such curve, though single readings can be large; an effect the other way counts as inactive or inconclusive. Unless noted, % is scaled to controls: 0 for no effect and ±100 for the full control effect.

SMILES | Sm TGR block | AmpC detergent | AMA1-RON2 inh | AmpC inh no detg | HCMV inh | Giardia FBPA inh
COc1ccc(OC)c(-c2nc(C)sc2CC(=O)O)c1 | -10.0% | ? | -1.9% | -13.3% | ? | 2.1%
Cc1cccc(C)c1NC(=O)CN(C)C(=O)c1ccc(-n2cncn2)c([N+](=O)[O-])c1 | -1.2% | 0.0% | 0.0% | -3.1% | -20.5 | .
COc1cccc(OCc2nc(-c3ccc(Br)o3)no2)c1 | -9.3% | 3.0% | -7.5% | -20.7% | -29.0 | -1.7%
Cc1ccc(NC(=O)CCc2c(C)nn(-c3ccc(N4CCOCC4)nn3)c2C)cc1C | 2.9% | -1.1% | 7.9% | 128.0%[activator] | 0.1 | 14.6%
CN(C)c1ccc(C(=O)c2ccccc2C(=O)O)cc1[N+](=O)[O-] | 2.1% | 1.5% | 12.6% | -15.4% | 38.6 | 14.6%
CCCCCC(=O)Nc1nc(C)c(-c2csc(Nc3ccccc3OCC)n2)s1 | 0.8% | 4.6% | 21.5% | -31.5% | -6.8 | -2.1%
CCCCCN(C(=O)CCC(=O)OCCOc1ccccc1Cl)c1c(N)n(CCCC)c(=O)[nH]c1=O | 15.2% | -2.9% | 0.1% | 30.0% | -21.8 | .
CCCC(=O)Nc1sc(C(=O)OC)c(C)c1C(N)=O | 13.5% | 4.3% | -11.1% | -3.0% | 5.3 | 0.2%
CCOC(=O)N1CCC(NC(=O)C2CCN(c3ccc(N4CCOCC4)nn3)CC2)CC1 | 13.0% | -7.6% | 0.2% | 1.0% | . | -18.0%
COCCNc1nnc(Cc2ccc(OC)c(OC)c2)c(=O)[nH]1 | -17.6% | 1.2% | 2.1% | -13.2% | 39.0 | 4.6%
CCOc1ccccc1NC(=O)c1ccc(NC(=O)C2CCCO2)cc1 (stereo unspecified) | -0.8% | ? | 3.9% | -9.6% | ? | -9.0%
Nc1n[nH]c(-c2ccccc2)c1-c1ccccc1 | -0.2% | ? | -4.0% | 83.7%[activator] | 60.6 | 0.4%
Cc1ccc(Cn2c(C)c3cnn(CC(=O)NCc4ccccn4)c(=O)c3c2C)cc1 | 35.5µM* | -6.3% | 41.3%[activator] | 95.5%[activator] | -17.5 | -8.1%
Cc1c(C(=O)N(Cc2ccc(F)cc2)C2CCS(=O)(=O)C2)oc2ccccc12 (stereo unspecified) | -5.1% | ? | -2.8% | 74.3%[activator] | -34.8 | -0.1%
COc1ccc(OCc2cccc(C(=O)N3CCCC3)c2)cc1 | -9.9% | 0.5% | 0.0% | 46.6% | 67.7 | -16.5%
O=C(/C=C/c1ccc(S(=O)(=O)N2CCOCC2)cc1)N1CCN(c2ccccc2)CC1 | 9.8% | 10.1% | 0.0% | 46.3% | ? | 4.9%

Molecules above that contain a COOH group, in the order listed:
SMILES | Sm TGR block | AmpC detergent | AMA1-RON2 inh | AmpC inh no detg | HCMV inh | Giardia FBPA inh
COc1ccc(OC)c(-c2nc(C)sc2CC(=O)O)c1 | -10.0% | ? | -1.9% | -13.3% | ? | 2.1%
CN(C)c1ccc(C(=O)c2ccccc2C(=O)O)cc1[N+](=O)[O-] | 2.1% | 1.5% | 12.6% | -15.4% | 38.6 | 14.6%

Following part.
SMILES | Sm TGR block | AmpC detergent | AMA1-RON2 inh | AmpC inh no detg | HCMV inh | Giardia FBPA inh
Cc1ccc(C(=O)NCC(=O)OCC(=O)NCCNC(=O)COC(=O)CNC(=O)c2ccc(C)cc2)cc1 | 0.7% | -13.9% | 6.0% | 6.5% | -15.2 | .
Cc1cc(C)c(OCC(=O)N(Cc2ccco2)Cc2ccco2)c(C)c1 | -0.6% | 17.9% | . | . | -20.2 | .
COc1ccc(C(=O)Nc2nc(-c3nnn(-c4cc(OC)ccc4OC)c3C)ns2)cc1 | -10.4% | 2.5% | . | . | ? | .
CCN1C(C#N)=C(C#N)N=C(C)CC1(C)C | 17.6% | -1.9% | 23.9% | -16.4% | -36.4 | -2.4%
CCOc1ccc(NC(=O)c2oc3ccccc3c2NC(=O)c2cc3ccccc3o2)cc1 | 3.0% | 3.4% | . | . | 21.7 | .
CC(OC(=O)c1nc(-c2ccccc2)n(-c2ccccc2)n1)C(=O)Nc1cc(Cl)cc(Cl)c1 (stereo unspecified) | -5.8% | -5.0% | -8.0% | -8.8% | ? | 1.4%
COc1ccc(/C=N\NC(=O)CNC(=O)C2COc3ccccc3O2)cc1[N+](=O)[O-] (stereo unspecified) | -9.5% | -15.2% | -0.6% | -56.0% | -16.2 | -9.8%
CCOc1ccc(NC(=O)c2ccc(CN3CCc4ccccc4C3)cc2)cc1 | -0.2% | ? | -5.7% | -13.7% | ? | -9.4%
COCc1cc(C)nc2sc(C(=O)Nc3ccccc3C)c(N)c12 | ? | 1.0% | 23.1% | 15.0% | -22.1 | 4.0%
CCN(CC(=O)Nc1ccc(OC)cc1)C(=O)CSCC(=O)Nc1cc(C)on1 | 7.0% | 2.1% | 42.2%[activator][11.6 µM] | -3.8% | 0.0 | .
O=C(O)c1ccc(Cl)c2c1C1C=CCC1C(c1ccccn1)N2 (stereo unspecified) | ? | -11.6% | . | -20.9% | . | ?
O=[N+]([O-])c1ccccc1-c1nc(-c2ccc(Br)o2)no1 | -16.5% | -5.2% | 25.1µM* | -22.0% | 237.7 | 0.4%
CCOC(=O)Cc1csc(NC(=O)c2ccc(Cl)s2)n1 | -4.2% | ? | 6.6% | -24.0% | 16.2 | -1.7%
Cc1ccc(C)c(N2CCN(CCCNC(=O)Cn3ncc4c([nH]c5ccccc54)c3=O)CC2)c1 | 1.7% | 1.6% | . | . | 5.4 | .
COc1ccc(C(=O)NCCc2nnc3ccc(SCC(=O)NCc4ccc(F)cc4)nn23)cc1 | -3.3% | 1.8% | 0.0% | 1.5% | -6.4 | .
COc1ccc(Cl)cc1NC(=O)Cn1c(=O)n(Cc2ccco2)c(=O)c2ccc(C(=O)NC3CCCC3)cc21 | -2.7% | 1.4% | . | . | 17.1 | .
O=C(CCCc1nc2ccccc2s1)NCc1ccccc1 | 1.1% | ? | 0.1% | -15.2% | -10.0 | 8.3%
COc1ccc(OCCCC(=O)N2CCCc3ccccc32)cc1 | -7.3% | -5.4% | 1.1% | -0.2% | -11.6 | 3.9%
COC(=O)C1=C(c2c(C)noc2C)C[C@@H]2CC[C@H]1N2C(=O)NC1Cc2ccccc2C1 | -8.3% | -7.2% | 1.1% | 8.0% | 42.7 | .
COc1ccc(CCNc2oc(COc3ccc(F)cc3)nc2C#N)cc1 | -13.6% | 0.6% | -0.8% | -38.1% | -0.3 | -14.5%
CC(=O)c1cc2c(cc1NC(=O)Cc1c(C)noc1C)OCO2 | . | . | 7.8% | -17.2% | 13.3 | .
CCSc1nnc(NC(=O)C2CC2c2ccccc2)s1 (stereo unspecified) | 3.4% | 3.9% | 3.1% | -32.3% | 59.2 | 10.8%
O=C(On1c(-c2ccccc2)nc2ccccc2c1=O)c1ccco1 | 6.31µM* | -3.6% | -9.4% | . | 20.5 | ?
CC(=O)c1ccc(Oc2ccc(C(=O)c3ccc(C)c(C)c3)cc2[N+](=O)[O-])cc1 | -8.6% | ? | -0.1% | -16.3% | 19.0 | -1.4%
C/C(CC(O)c1ccc2ccccc2n1)=N/O (stereo unspecified) | 7.0% | -5.2% | -7.4% | -11.3% | 11.1 | 0.1%
c1ccc(-c2nc3cnccn3c2Nc2ccc3c(c2)OCCO3)cc1 | -18.4% | -21.5% | -22.0% | -13.2% | 42.2 | 6.4%
Nc1nc(Cl)cc(NCCc2ccccc2)n1 | -14.5% | -3.3% | . | -26.2% | 2.4 | -16.0%
O=C(CNc1cccc(F)c1)Nc1cccc(S(=O)(=O)N2CCCCC2)c1 | 1.3% | -5.6% | -0.8% | -33.8% | 3.6 | .
COc1cccc(C2=CC(c3ccc(OC)c(OC)c3OC)n3ncnc3N2)c1 (stereo unspecified) | -10.8% | -10.7% | . | . | 16.6 | .
CS(=O)(=O)c1ccc(N)cc1 | 5.0% | ? | -4.7% | 0.2% | 7.0 | 1.2%
CN(C)c1ccc(CNS(=O)(=O)c2ccc3c(c2)C(C)(C)C(=O)N3C)cc1 | -10.8% | -13.9% | -9.4% | -0.2% | -10.1 | 7.5%
CCOc1cc(/C=N/Nc2nncc(-c3ccccc3)n2)ccc1O | -1.1% | -2.7% | 22.9% | -26.2% | -35.7 | 1.0%
CC(C)Cn1cc(Cl)c(=O)n(CC(C)C)c1=O | -24.7% | 4.7% | 13.9% | -1.9% | 7.8 | 3.4%
Cc1cc(C(F)F)nn1CC(=O)NC1C(=O)N2C(C(=O)O)=C(CSc3nnnn3C)CSC12 (stereo unspecified) | 14.1µM* | 4.9% | 29.8% | -22.7% | 5.2 | ?
COc1cc(/C=C2/C(=N)N3N=C(C)SC3=NC2=O)ccc1OS(=O)(=O)c1ccc(C)cc1 | 0.5% | 2.1% | 27.7% | -33.9% | 14.7 | 1.9%
O=C(CSc1nccc(=O)[nH]1)N1CCc2ccccc2C1 | -20.4% | -7.3% | 3.4% | -12.7% | -28.5 | 20.9%
CCOCCCNS(=O)(=O)c1ccccc1 | 6.2% | 1.3% | -8.7% | -1.8% | -19.3 | 1.0%
CC(=O)Nc1ccccc1C(=O)OCC(=O)c1ccc2c(c1)OCCO2 | 8.3% | 1.2% | -6.1% | -7.1% | 11.4 | 1.2%
Cc1nn(CC(N)=O)c(=O)c2ccccc12 | 0.0% | -13.4% | 1.7% | -11.6% | -32.6 | 1.6%
COc1ccccc1C(=O)Nc1c(C(=O)N(CCN(C)C)Cc2ccco2)oc2ccccc12 | -4.4%&3.5% | -0.2%&-6.4% | -20.8% | 191.5%[activator] | -82.2*! | .
COc1cc(OC)c(N(C)S(=O)(=O)c2cccc(C(=O)Nc3nnc(C4CC4)s3)c2)cc1Cl | 0.5% | 6.2% | 1.8% | -26.3% | 5.9 | 1.0%
C/C=C/C(=O)OCC(=O)Nc1cc(OC)c([N+](=O)[O-])cc1C | 59.1%[activator] | 0.6% | -4.4% | -14.7% | -13.7 | -5.6%
COc1cc2c(ccc3cc(OC)c(OC)c(O)c32)cc1O | 44.7µM* | -2.0% | ? | -53.3% | -104.8* | -5.1%
CC(C)(C)c1cc(CCC(=O)NCC2CCCO2)cc(C(C)(C)C)c1O (stereo unspecified) | 0.0% | -5.1% | -0.3% | 69.7%[activator] | -3.9 | .
CCCCn1c(C(C)NC(=O)CCC)nc2ccccc21 (stereo unspecified) | -18.6% | ? | -8.3% | 20.9% | -10.9 | 5.7%
Cc1ccc(CS/C(Nc2ccccc2C)=C(\C#N)C(N)=O)c(C)c1 | 1.5% | -6.8% | -15.1% | -9.2% | -36.2 | -4.0%
Cc1ccc(N2CC(C(=O)OCc3ccc([N+](=O)[O-])cc3)CC2=O)cc1 (stereo unspecified) | 5.2% | 4.2% | -6.4% | 44.9% | -25.7 | 2.9%
